Screening data from PubChem.
E-sel inducer: induces E-selectin expression in human endothelial cells | AID 686992 | HUVEC E-selectin immunofluorescence imaging; normalized: neutral wells 0, TNF-alpha wells 100 | hit rate 0.37% among 260,000 | activation, % at 7.58 µM;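 active means mean E-selectin-positive cell signal at least 10% of the positive control, reached in at least 60% of replicates, without over 20% cell loss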;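 further: in these data hits start at about 27%; measured in HUVEC primary endothelial cells; signal is the percent of cells scored E-selectin positive by PE staining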
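Read-out: % PE-positive cells | Test system: HUVEC | Doses: One compound dose added by pin transfer | Buffer or medium: EGM-2 over gelatin coat | Signal: Immunofluorescence imaging | Benchmarks: TNF-alpha, DMSO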
ERp5 inh: ERp5 (human) disulfide isomerase inhibition; ERp5 insulin aggregation, absorbance 650 nm, 90 min; inhibition, % at 9.99 µM; hit rate 0.05% among 350,000; AID 651711;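 active means mean replicate inhibition above about 25%, with every replicate also reaching it, limit read from the data, passing the limit was not always enough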
Target sequence (Q15084 whole entry, looked up): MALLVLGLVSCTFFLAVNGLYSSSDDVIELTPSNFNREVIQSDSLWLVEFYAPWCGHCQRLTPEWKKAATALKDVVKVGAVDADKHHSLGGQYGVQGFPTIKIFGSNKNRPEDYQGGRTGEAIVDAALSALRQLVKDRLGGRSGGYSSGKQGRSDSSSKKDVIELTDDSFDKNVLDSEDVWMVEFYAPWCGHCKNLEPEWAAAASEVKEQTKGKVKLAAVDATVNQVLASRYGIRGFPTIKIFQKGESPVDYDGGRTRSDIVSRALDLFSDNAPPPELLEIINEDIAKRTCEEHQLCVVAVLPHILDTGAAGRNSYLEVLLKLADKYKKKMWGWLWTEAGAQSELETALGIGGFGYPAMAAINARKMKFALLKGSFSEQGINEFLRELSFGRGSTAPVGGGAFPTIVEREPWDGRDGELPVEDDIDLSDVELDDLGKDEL
Casp6 inh: inhibitors of human caspase-6. inhibition, % at 12.5 µM. hit rate 0.53% among 350,000. AID 686996. P55212. purified caspase-6, Z-VEID-R110 cleavage fluorescence;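 active means mean inhibition across replicates at least about 35%, with every replicate also reaching that limit, limit read from the data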;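 further: 0% = median of neutral control wells and 100% = no fluorescence left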
RAD52 anneal inh: inhibitors of human RAD52 DNA annealing. P43351. recombinant RAD52 DNA annealing, FRET fluorescence. inhibition, % at 18.7 µM. hit rate 0.46% among 360,000. AID 651710;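 active means every replicate showing at least 50% inhibition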
Target sequence (P43351 whole entry, looked up): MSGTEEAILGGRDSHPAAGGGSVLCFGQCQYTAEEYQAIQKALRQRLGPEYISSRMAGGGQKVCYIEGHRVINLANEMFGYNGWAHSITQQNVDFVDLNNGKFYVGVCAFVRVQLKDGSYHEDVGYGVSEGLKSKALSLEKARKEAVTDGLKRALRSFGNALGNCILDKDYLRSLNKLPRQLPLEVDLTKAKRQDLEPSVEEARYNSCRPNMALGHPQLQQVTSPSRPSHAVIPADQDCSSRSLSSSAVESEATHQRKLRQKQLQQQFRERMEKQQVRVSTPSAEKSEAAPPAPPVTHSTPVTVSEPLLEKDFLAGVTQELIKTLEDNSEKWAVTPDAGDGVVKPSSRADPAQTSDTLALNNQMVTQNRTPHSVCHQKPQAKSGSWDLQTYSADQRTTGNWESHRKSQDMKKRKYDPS
ARNT-TACC3 inh: disruptors of human ARNT/TACC3 interaction; Q9Y6A5; AlphaScreen His-ARNT PAS-B/GST-TACC3 binding, luminescence; TACC3 fragment carries E629A point mutation; hit rate 0.66% among 390,000; AID 623870; inhibition, % at 9.99 µM;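 active means mean inhibition of replicates at least 50% and at least half of replicates each reaching 50%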;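 further: 0% = complete ARNT plus TACC3 wells and 100% = ARNT alone without TACC3; many hits fall short of the cut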
PglD inh: inhibitors of Campylobacter jejuni PglD acetyltransferase; purified PglD enzyme, DTNB colorimetric CoA detection; inhibition, % at 12.5 µM; hit rate 0.098% among 360,000; in the data active means inhibition above about 16%, passing the limit was not always enough; further: strong numbers were not always called active
esBAF inh: inhibitors of esBAF chromatin remodeling in mouse ES cells | reporter increase, % at 12.5 µM | Bmi1-luciferase knock-in reporter, 24 h; 100% = twice the neutral-well signal | AID 602393 | hit rate 2% among 350,000; in the data active means activation above about 40%;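 further: 0% = median of the plate's neutral control wells and 100% = double that signal; a rise in the Bmi1 reporter signal indicates esBAF inhibition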
RAD54 inh: RAD54 (human) branch migration inhibition. AID 602329. RAD54 Holliday junction branch migration, FAM/BHQ fluorescence. inhibition, % at 10.4 µM. Q92698. hit rate 0.14% among 360,000;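 active means mean normalized replicate activity at least 40 and at least half of replicates scoring 40 or more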;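 further: 0% = median of neutral control wells and 100% = median of positive control wells; inhibitors cause a drop in the FAM fluorescence signal; in these data hits start at about 50%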
Active calls of the source: *; . = no result given.

SMILES	E-sel inducer	ERp5 inh	Casp6 inh	RAD52 anneal inh	ARNT-TACC3 inh	PglD inh	esBAF inh	RAD54 inh
O=[N+]([O-])c1ccc2nc(-c3ccccc3)[nH]c2c1	-0.8	2.4	-1.1	-11.0	-15.3	1.2	.	1.4
N#C/C(=C/c1cn[nH]c1-c1ccc(Br)cc1)C(=O)O	-0.1	3.6	11.3	-9.9	0.4	.	.	.
CCCC#Cc1ccc([C@@H]2[C@@H](CO)N3C(=O)CN(C(=O)Nc4cccc(F)c4)C[C@H]23)cc1	0.0	1.8	0.7	7.6	.	.	.	.
O=C(CCc1ccccc1)NCc1ccccn1	.	.	.	.	-1.6	-0.9	2.9	3.1
COC(CNC(=O)C1CCN(S(=O)(=O)c2cccc3nsnc23)CC1)OC	0.1	4.9	0.8	-19.3	-4.0	1.2	-0.1	-2.5
Cc1ccc(/C=C2\SC(=S)N(CC(=O)Nc3cccnc3)C2=O)cc1	-1.3	-1.0	3.6	-11.9	-4.3	.	.	.
O=C1c2ccccc2C(=O)N1CCCP(=O)(O)CCc1ccccc1	.	.	.	.	-10.6	-5.2	-2.5	1.0
CCN(CC)CCCNCC(=O)Nc1cc(C)on1	.	3.8	-27.9	-3.7	-9.9	.	.	.
COCC(=O)N1[C@@H]2c3ccc(/C=C/c4ccccc4)c(=O)n3C[C@H]1[C@H](CO)[C@H]2C(=O)N1CCOCC1	0.0	-5.2	5.1	-6.9	3.4	4.5	-2.1	3.0
C[C@H]1CCCCO[C@@H](CN(C)CC2CCCCC2)[C@@H](C)CN([C@@H](C)CO)C(=O)c2cc(NC(=O)Nc3ccc(F)cc3)ccc2O1	0.1	8.2	-1.5	-12.9	6.7	-0.8	-5.7	-3.1
COc1ccc(-c2cc(C(=O)N3CCN(Cc4ccc5c(c4)OCO5)CC3)on2)cc1OC	.	0.1	-2.6	-8.0	1.1	-2.7	-2.7	2.7
COc1ccc2c3c(n(C)c2c1)[C@H](CO)N(C(=O)C1CCCC1)CC31CCN(C(=O)Nc2cccc(F)c2)CC1	0.3	-4.1	-0.4	8.0	.	.	.	.
Cn1c(O)c(N=NC(=O)CNC(=O)c2ccccc2)c2ccccc21	-0.1	2.1	2.0	-8.7	-3.5	2.5	5.3	-17.2
COc1ccc(S(=O)(=O)N2CCOCC2)cc1NC(=O)CCOc1ccc(C(C)(C)C)cc1	0.4	-1.4	3.4	-12.5	5.5	2.8	-5.2	-1.1
CCCCC(=O)Nc1c(-c2cccc(OC)c2)c(=O)c2ccccc2n1C	-0.1	-1.0	1.5	0.1	-9.9	-0.5	-4.7	-0.9
CCCNC(=O)N1[C@@H]2CN(C(=O)c3ccccc3)c3ccccc3[C@@H]2[C@@H]1CO	0.8	.	.	.	-12.7	2.3	2.4	1.8
COc1ccccc1-n1c(CNC(=O)c2ccco2)nnc1SCC(=O)Nc1cc(C)ccc1C	.	.	.	.	9.2	0.7	-6.6	-9.6
S=C(c1cn(CCOc2cccc3ccccc23)c2ccccc12)N1CCCC1	-1.3	.	.	.	-4.1	-0.6	.	-20.1
C[C@@H](C(=O)Nc1ccc2ccccc2c1)[C@@H]1C[C@@]1(C)[C@@H](NC(=O)c1ccccc1)c1ccccc1	0.6	-2.2	-1.4	-6.1	-6.5	-5.1	.	-0.2
CCOC(=O)c1ccc(S(=O)(=O)Nc2cc(C(=O)O)ccc2Cl)cc1	.	-1.0	0.9	-20.5	4.8	.	.	.
Cc1ccc(S(=O)(=O)N(C)[C@H]2C[C@H]3c4[nH]c5cccc(-c6ccccc6)c5c4CCN3C(=O)[C@H]2[C@H](C)O)cc1	-0.2	3.5	-3.6	-58.0	.	.	.	.
O=[N+]([O-])c1ccc(O)c(-c2cc(C(F)(F)F)nc(-c3ccccc3)n2)c1	0.4	5.0	-1.8	-20.0	-4.2	24.6*	-57.5	12.9
O=C(c1ccccc1)N1CCC(c2nc3c(nnn3Cc3ccccc3Cl)c(=O)[nH]2)CC1	.	2.1	2.4	-2.1	-1.5	.	-2.3	.
COc1ccc2c3c([nH]c2c1)[C@@H](CO)N(C(=O)Nc1c(C)noc1C)CC31CCN(CC2CC2)CC1	-0.2	-4.6	-4.1	-3.0	.	.	.	.
CCC(=O)N(C)C[C@H]1Oc2ncc(C3=CCCC3)cc2C(=O)N([C@H](C)CO)C[C@@H]1C	0.8	-7.1	0.9	-2.6	0.1	-4.6	5.2	-11.7
CC(C)CNC(=O)COC(=O)CNC(=O)c1cc(Cl)cc([N+](=O)[O-])c1	.	3.1	0.7	2.9	.	1.2	0.5	-2.1
COc1ccc(CCn2c(-c3ccco3)nc3ccccc3c2=O)cc1OC	.	.	.	.	8.7	8.2	16.2	3.0
COc1ccc(NC(C)=O)cc1S(=O)(=O)Nc1ccc(S(=O)(=O)N2CCCCC2)cc1	-0.1	1.1	2.2	-18.2	-3.9	2.2	-1.5	-6.4
C[C@@H]1CN([C@@H](C)CO)C(=O)c2cc(-c3ccncc3)cnc2O[C@@H]1CN(C)C(=O)c1ccc(F)cc1	-0.3	1.9	3.0	17.4	.	2.1	-14.8	11.9
O=c1c2ccccc2[nH]c(=S)n1CCCN1CCN(c2ccccc2F)CC1	0.0	0.3	2.5	-10.9	5.8	4.4	-5.0	0.4
O=S1(=O)CC(N2CCC(c3ccccc3)CC2)CN1Cc1ccc(F)cc1 (centres undefined)	0.0	1.0	0.8	-18.9	.	-6.2	-4.7	3.5
CCC(=O)N(C)C[C@H]1Oc2ncc(C#C[C@H](C)O)cc2C(=O)N([C@H](C)CO)C[C@@H]1C	0.1	2.1	1.1	-0.2	-12.7	-6.3	-2.0	0.3
COc1ccc(CC(=O)N2CCN(C(=O)c3ccco3)CC2)cc1	.	4.3	4.0	-0.4	-1.3	.	.	.
O=C(OCC(=O)N1CCN(S(=O)(=O)c2ccccc2)CC1)C1CCC1	0.0	3.8	1.9	-1.1	-6.9	-0.5	-1.8	0.9
Cc1ccc(S(=O)(=O)Nc2cccc3c2O[C@H](CN(C)C(=O)Nc2ccc(F)cc2)[C@H](C)CN([C@H](C)CO)C3=O)cc1	-0.1	11.4	2.7	-14.1	-2.6	1.6	1.8	1.4
COc1cccc(NC(=O)COC(=O)/C=C/c2ccco2)c1	2.6	-3.0	29.8	-39.3	2.3	1.2	-3.7	4.2
O=C(CSc1nnc(-c2ccc3c(c2)OCO3)o1)Nc1c(F)cccc1F	.	-5.1	-0.2	-8.6	5.7	-0.1	34.6	1.3
Cc1cc(C)n2nc(SCC(=O)N3CCCC3)nc2n1	-0.3	-1.3	2.1	-6.6	.	.	0.5	.
COc1cc(NC(=O)CN2C(=O)NC(c3ccccc3)(c3ccccc3)C2=O)cc(OC)c1	0.0	2.8	.	-3.0	3.1	-2.7	-3.1	5.6
CC(=O)N1CCN(C(=O)c2ccc(Cl)c(S(=O)(=O)N3CCCCCC3)c2)CC1	0.9	4.4	-1.4	-2.9	.	1.5	1.2	-15.1
CC(CN1CCOCC1)c1ccccc1 (centres undefined)	.	-9.5	1.2	-6.7	3.1	.	.	.
CCC(C)N(C(=O)COC(=O)c1ccccc1SCC(=O)N1CCCC1)C1CCS(=O)(=O)C1 (centres undefined)	19.6	4.5	-0.2	-13.1	-0.4	-0.8	-1.4	4.4
O=C(CC1CCCC1)Nc1ccc2c(c1)CCC2	.	.	.	.	-7.3	2.3	84.4*	6.6
COc1ccc(C(=O)NC2CCN(Cc3c(F)cccc3Cl)CC2)cc1OC	.	-1.9	-6.8	2.6	-8.3	1.8	2.6	-17.8
O=C(CNC(=O)c1ccccc1)N/N=C/c1cc(Br)ccc1O	.	3.5	-7.0	7.4	-1.5	4.5	.	3.8
Nc1[nH][nH]c(=O)c1N=Nc1ccc2c(c1)OCO2	.	1.5	2.4	-1.3	6.3	.	30.1	.
COc1ccc(COCC23N=C4SCc5ccccc5CN4[C@H](c4ccccc4O2)[C@H]3COC(=O)c2ccccc2)cc1	.	-1.6	-3.2	1.5	-5.5	-1.6	.	6.7
Cc1c(C(=O)N2CCCCC2)c(S(=O)(=O)NCc2ccc(F)cc2)c(C)n1C	.	-0.1	-5.4	-5.9	-3.3	-4.3	7.1	-7.0
COCCCNC(=O)CCn1c(=O)c2ccccc2n(CC(=O)NCCC2=CCCCC2)c1=O	.	1.6	0.6	3.5	-5.2	-0.7	-3.3	10.0
CCCCCCCN1C(Nc2ccccc2)=NC[C@@H]1Cc1ccccc1	-0.2	0.0	5.4	25.9	1.1	-1.8	.	5.6
(further entries)
SMILES	E-sel inducer	ERp5 inh	Casp6 inh	RAD52 anneal inh	ARNT-TACC3 inh	PglD inh	esBAF inh	RAD54 inh
O=C(N[C@H]1CC[C@H](CCNS(=O)(=O)c2ccc(F)cc2)O[C@@H]1CO)C1CC1	-0.5	-2.6	-0.1	-14.3	-0.4	-0.5	0.8	-2.3
O=C(Cc1ccccn1)N1CC(=O)N2[C@@H](CO)[C@H](c3ccc(C#CC4CC4)cc3)[C@@H]2C1	-0.4	-1.9	1.5	-31.6	.	.	.	.
CCOC(=O)N1CCc2c(sc3c2c(=O)n(Cc2ccccc2)c(=O)n3Cc2ccccc2F)C1	9.5	0.6	-3.9	-19.1	-0.7	2.4	-11.1	12.9
N=C(c1ccc([N+](=O)[O-])cc1)N1CCCCCC1	-1.7	1.8	.	0.3	-7.3	.	.	.
CCC(C(=O)Nc1sc(C(N)=O)c(C)c1C(=O)OC)c1ccccc1 (centres undefined)	2.0	-4.0	3.4	-13.9	-1.2	-1.1	-2.5	-7.9
O=C(CCN1CCN(C/C=C/c2ccccc2)CC1)Nc1ccc(Cl)cc1	-2.0	-1.4	1.4	-12.9	-10.6	.	.	.
C/C=C/c1ccc2c(c1)O[C@@H](CN(C)C(=O)C1CCCCC1)[C@H](C)CN([C@@H](C)CO)S2(=O)=O	0.0	-3.2	.	0.2	-10.7	2.0	-7.1	-3.2
CCOc1ccc(CCNC(=O)COC(=O)c2nc(Cl)ccc2Cl)cc1OCC	4.4	-3.5	-0.6	-3.9	-1.3	2.5	-14.7	-2.9
Cn1c(=O)c2c(ncn2CC(=O)NC[C@H]2O[C@@H](n3cnc4c(N)ncnc43)[C@H](O)[C@@H]2O)n(C)c1=O	0.4	-0.8	2.0	-3.6	-1.7	-2.4	0.1	-10.0
CC1CN(S(=O)(=O)c2cccs2)CC(C)O1 (centres undefined)	.	2.8	-1.1	-4.8	-5.4	0.4	10.8	-0.3

The list goes on, overlapping the part above by 3 compounds.
SMILES	E-sel inducer	ERp5 inh	Casp6 inh	RAD52 anneal inh	ARNT-TACC3 inh	PglD inh	esBAF inh	RAD54 inh
CCOc1ccc(CCNC(=O)COC(=O)c2nc(Cl)ccc2Cl)cc1OCC	4.4	-3.5	-0.6	-3.9	-1.3	2.5	-14.7	-2.9
Cn1c(=O)c2c(ncn2CC(=O)NC[C@H]2O[C@@H](n3cnc4c(N)ncnc43)[C@H](O)[C@@H]2O)n(C)c1=O	0.4	-0.8	2.0	-3.6	-1.7	-2.4	0.1	-10.0
CC1CN(S(=O)(=O)c2cccs2)CC(C)O1 (centres undefined)	.	2.8	-1.1	-4.8	-5.4	0.4	10.8	-0.3
COc1ccc(NC(=O)Cc2csc(NC(=O)Nc3ccccc3OC)n2)c(OC)c1	0.1	-3.6	1.3	5.2	3.1	0.2	-5.3	5.2
CCCNC(=O)N1CC[C@@H]2[C@H]1c1cc(C#Cc3ccc(OC)cc3)ccc1N(C)[C@@H]2CO	0.7	2.1	-2.9	-5.0	28.4	3.1	1.7	-1.8
COc1cc(CNCCc2ccccc2F)ccc1OCC(=O)N1CCCCC1	0.1	-0.5	18.2	-16.3	-0.6	-8.2	0.5	-21.5
COC(=O)Cn1nc(-c2ccccc2)n(-c2ccccc2)c1=S	.	.	.	.	-36.9	-3.9	6.2	1.8
O=C(COC(=O)c1cnccn1)NCc1ccc2c(c1)OCO2	.	1.6	-4.0	-7.4	-8.4	.	.	.
O=C(CCCN1C(=O)c2cccc3cccc(c23)C1=O)N1CCN(c2ccc(F)cc2)CC1	.	-3.9	2.3	0.9	2.1	.	.	.

Rows are unselected; 3.2% or so of the library scored in one or more.
